# Arr AP2 block: human beta-arrestin and AP2 interaction inhibition; FITC-arrestin peptide / GST-AP2 beads, flow cytometry; AP2 beta2 appendage carries R879A mutation; 340,000 compounds, 0.31% hits; inhibition, % at 10 µM;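 active = inhibition above a set limit, near 3 SD of compounds lacking own fluorescence, cut at about 54% in these data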;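 note: plate controls were DMSO wells for no effect and 5 µM unlabelled arrestin peptide for full effect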
#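 test system = AP2 appendage R879A on GSH beads | buffer or medium = PBS plus Tween 20 (0.05%) and BSA (0.1%) | incubation = 12 min plus 1 h, RT | detection = bead flow cytometry, FITC channel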
# Pemphigus Ab inh: blocks pemphigus antibody binding to human desmoglein-3 | 310,000 compounds, 0.48% hits | P32926 | binding (percent of control), % at 10 µM | DSG3-coupled beads, scFv-anti-DSG3-GFP binding, flow cytometry; hits give low values;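 active = binding more than 3 SD below its plate's average and above zero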;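 note: hits lower antibody fragment binding to DSG3; some compounds called inactive have numbers as strong as hits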
# V-ATPase pHluor: alters yeast V-ATPase proton transport; AID 504577; S. cerevisiae, pHLuorin cytosolic pH fluorescence; 350,000 compounds, 0.37% hits; response, % at 10 µM; in the data active = response mostly above about 7.3%, no sharp cut-off; inactive = mostly below about 5.4%; note: actives read high; inactives centre near 0; some compounds called inactive have numbers as strong as hits; reference of the scale not given here
# Keap1-Nrf2 PPI: disrupts human Keap1 binding to Nrf2 peptide | 340,000 compounds, 0.15% hits | inhibition, % at 9.4 µM | Keap1 Kelch-Nrf2 peptide fluorescence polarization, 1536-well | Q14145 | AID 504523; in the data active = inhibition above about 12%;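 note: human Keap1 Kelch domain with fluorescein labeled Nrf2 9mer peptide probe; 0% = neutral control wells and 100% = peptide positive control; higher means more block of Keap1 binding to Nrf2 peptide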
# Target sequence (Q14145 whole entry, looked up, the tested form may be a part): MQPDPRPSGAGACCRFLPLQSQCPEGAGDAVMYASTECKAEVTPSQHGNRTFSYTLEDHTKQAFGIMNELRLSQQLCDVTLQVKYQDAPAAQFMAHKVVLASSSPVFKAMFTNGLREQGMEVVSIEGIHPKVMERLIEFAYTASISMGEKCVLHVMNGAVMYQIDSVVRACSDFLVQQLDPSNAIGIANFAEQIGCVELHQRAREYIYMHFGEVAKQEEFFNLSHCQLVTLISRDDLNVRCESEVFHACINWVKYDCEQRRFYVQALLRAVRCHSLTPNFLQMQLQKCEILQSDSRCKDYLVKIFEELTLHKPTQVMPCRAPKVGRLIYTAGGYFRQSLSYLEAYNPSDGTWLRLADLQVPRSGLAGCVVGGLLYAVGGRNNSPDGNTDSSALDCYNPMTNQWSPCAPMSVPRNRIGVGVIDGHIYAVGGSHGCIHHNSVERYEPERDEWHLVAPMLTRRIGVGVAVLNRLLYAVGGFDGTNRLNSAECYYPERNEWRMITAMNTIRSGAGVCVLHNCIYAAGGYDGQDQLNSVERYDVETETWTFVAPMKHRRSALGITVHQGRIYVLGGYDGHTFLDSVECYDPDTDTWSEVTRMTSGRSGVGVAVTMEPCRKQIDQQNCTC
# Wnt act: activators of Wnt/beta-catenin signaling | activation, % at 9.35 µM | 300,000 compounds, 1.2% hits | Wnt/beta-catenin reporter cell assay, activator, plate reader | AID 743398; in the data active = activation above about 30%, passing the limit was not always enough;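 note: 0% = neutral control wells and 100% = positive control wells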
# C-LANA FP: blocks KSHV LANA C-terminal domain binding to DNA; MBP-C-LANA/FAM-LBS DNA binding, fluorescence polarization; inhibition, % at 9 µM; 340,000 compounds, 0.078% hits;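 active = highest replicate inhibition at or above 60% at 9 µM, even if other replicates fall short; inactive = all replicates below 60% inhibition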;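 note: 0% = neutral control wells and 100% = 4 µM acridine orange control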
# MOR-DOR ag: agonists of human mu-delta opioid receptor heterodimerization; P35372+P41143; cells, OPRM1-OPRD1 heterodimerization, luminescence; activation, % at 9.3 µM; 340,000 compounds, 0.3% hits; AID 504326; in the data active = activation above about 18%;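 note: 0% = vehicle-treated cells and 100% = reference agonist; values of inactives mirror those of a sister screen read the other way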
# RTF Ca sens act: increases calcium sensitivity of human cardiac regulated thin filaments; IANBD-labeled TnC RTF fluorescence at EC20 calcium; 0% EC20 calcium, 100% full calcium; activation, % at 7.2 µM; AID 493008; 340,000 compounds, 0.24% hits; P19429+P45379;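 active = activation above the mean over all tested compounds plus 3 SD, cut at about 30% in these data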;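 note: rise in fluorescence read as greater calcium sensitivity of cardiac thin filaments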
# MOR-DOR inv ag: inverse agonist of human OPRM1-OPRD1 heterodimerization; P35372+P41143; cell-based MOR-DOR heterodimer luminescence, inverse agonism; inhibition, % at 9.3 µM; 340,000 compounds, 0.21% hits; in the data active = inhibition above about 22%, passing the limit was not always enough;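 note: 0% = cells with DMSO and 100% = wells without cells with DMSO; values of inactives mirror those of a sister screen read the other way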
# Cardiac RTF inh: cardiac RTF calcium desensitization | P19429+P45379 | IANBD-labeled cardiac RTF, Ca2+ fluorescence | inhibition, % at 7.15 µM | 340,000 compounds, 0.12% hits;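 active = inhibition above the mean inhibition of all tested compounds plus 3 SD, cut at about 17% in these data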;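 note: assay run at fixed EC70 calcium of 1.6 mM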
# Numbers without * were called inactive; · = no result given.
SMILES,Arr AP2 block,Pemphigus Ab inh,V-ATPase pHluor,Keap1-Nrf2 PPI,Wnt act,C-LANA FP,MOR-DOR ag,RTF Ca sens act,MOR-DOR inv ag,Cardiac RTF inh
NNC(=O)C1CC(O)CN1S(=O)(=O)c1ccc2ccccc2c1 (centres undefined),-12,112,1,0,-3,-0.3,0.1,0,0,-10
NS(=O)(=O)c1ccc(CCNC(=O)CN2CCC(Cc3ccccc3)CC2)cc1,3,112,-2,-5,1,1.7,1.2,5,-6,-13
CCNc1nc(OC)nc(N(OC)S(=O)(=O)c2ccc(C)cc2)n1,-23,·,1,-3,-2,-0.5,-4.0,4,18,5
CSc1nsc(SCC(=O)Nc2cccc(C(C)=O)c2)n1,-9,96,1,-7,·,0.1,-1.2,1,6,-6
O=C(NNC(=O)C1CCCC1)c1cc([N+](=O)[O-])cc([N+](=O)[O-])c1,20,102,1,1,-2,0.7,0.3,-4,-1,-8
COc1ccc(NC(=O)C2=CCN(S(=O)(=O)c3ccccc3)CC2)cc1OC,25,96,-3,-2,-1,1.4,0.4,-1,-2,-14
COc1ccc(NC(=O)CC(C)CC(=O)NCc2ccc(F)cc2)c(OC)c1 (centres undefined),-7,105,-2,-9,0,0.8,-3.6,-4,17,0
CCOc1ccc(N/C=C/C(=O)c2ccc(C)cc2)c([N+](=O)[O-])c1,-4,105,1,0,·,1.5,-1.9,0,9,-9
NC(N)=NC(=S)Nc1ccc(Cl)cc1,6,100,-2,-2,7,-1.2,-0.5,7,2,-12
C=CCn1c(Cn2nnc3ccccc32)nnc1SCC(=O)N/N=C/c1cc(Br)cc(OC)c1O,1,116,3,0,-1,0.1,-0.8,0,3,0
O=C(CC1C(=O)NCCN1Cc1ccc(-c2ccccc2)cc1)NCCCn1ccnc1 (centres undefined),-22,96,3,-4,1,5.3,-2.5,1,13,-17
COc1ccc(NC(=O)CC2SC(=Nc3ccccc3)NC2=O)cc1 (centres undefined),-1,·,-4,-3,0,-1.9,0.1,-7,-1,-1
CCn1nnnc1SCC(=O)c1ccc2c(c1)OCCO2,-18,93,-2,-4,12,1.1,-0.8,2,5,2
CC(C)Oc1ccc(C(CC(=O)O)NC(=O)C2CCCCC2)cc1 (centres undefined),0,95,4,-1,1,-0.5,0.5,0,-3,-2
COc1ccc(OC)c(NC(=O)CSc2nc(-c3ccccc3)cc(=O)[nH]2)c1,3,112,-2,-3,-1,-0.7,-3.1,-3,15,3
CC1CC(=O)N(CC(=O)Nc2ccccc2F)c2ccccc2S1(=O)=O (centres undefined),-17,·,1,4,-3,-1.2,-4.2,-1,22,-3
CCN(C[C@H]1N[C@@](Cc2ccccc2)(C(=O)OC)[C@H]2C(=O)N(Cc3ccccc3)C(=O)[C@@H]12)S(=O)(=O)c1ccc(OC(F)(F)F)cc1,-9,102,1,0,-2,1.1,-0.2,-4,1,-5
O=C(Nc1ccnn1C1CCN(C(=O)c2cccc(Cl)c2)CC1)C1CCOC1 (centres undefined),-5,99,-1,-4,1,1.3,-3.8,-5,21,2
CN(C)S(=O)(=O)c1cccc(NC(=O)c2ccncc2)c1,-1,96,-2,1,-3,0.9,-3.8,-6,20,6
COc1ccc(C)cc1NC(=O)CN1CCN(c2ccccn2)CC1,31,97,1,1,-1,1.0,-0.7,-4,3,-16
O=C(N/N=C/c1ccccn1)c1cc(-c2ccncc2)nc2ccccc12,·,99,1,-3,·,0.5,-2.6,5,13,0
COc1ccc2c(c1)CCCC21NC(=O)N(CC(N)=O)C1=O (centres undefined),4,102,2,-2,-1,-0.5,-0.8,0,5,-4
CCn1c(C)nc2cc(C(=O)N/N=C/c3ccc(OC)cc3)ccc21,10,103,0,-7,-1,-1.0,·,·,·,·
Cc1cc(C)c2cc(CN(CC3CCCO3)S(=O)(=O)c3ccc4c(c3)OCCO4)c(=O)[nH]c2c1 (centres undefined),6,104,3,-8,·,2.4,11,11,-63,-10
COc1cc(OC)c(NS(=O)(=O)c2cc(C(=O)OCC(=O)NCC3CCCO3)ccc2OC)cc1Cl (centres undefined),-4,99,-3,2,-1,-0.2,-2.4,4,13,3
CCOc1ccc(-c2nnn(CC(=O)NCc3ccco3)n2)cc1OCC,1,106,-1,2,·,2.0,-0.8,-4,4,3
CN(C)C(CNC(=O)c1cccnc1Sc1ccccc1)c1ccco1 (centres undefined),6,·,-1,-4,5,-4.2,-2.2,-2,11,-2
CCN1CCN(C(=O)C2CCN(S(=O)(=O)c3cccc4cccnc34)CC2)CC1,-7,110,-4,-2,-4,-0.8,-2.3,-2,12,1
C=CCCC(=O)N1CCCC(Cc2cccc(Cl)c2)(C(=O)OCC)C1 (centres undefined),-8,112,1,2,0,0.8,-1.3,5,7,2
O=C(Nc1ccc(Cl)cn1)c1ccccc1SCc1ccccc1,-12,117,2,-3,-2,-0.8,-1.0,-5,5,-1
CCOC(=O)N1CCN(C(=O)CN(C)S(=O)(=O)c2ccc3c(c2)c(=O)n(C)c(=O)n3C)CC1,-5,97,3,3,-2,0.2,-2.1,-4,11,3
Cc1ccc(/C=N/N2CCN(Cc3cccc4ccccc34)CC2)o1,-5,119,-5,1,·,1.6,4.6,1,-26,2
O=C1N=C(N2CCCCC2)SC1=C1CCCCC1,3,106,1,-2,·,-0.7,-1.6,8,9,-4
CCOC(=O)N1CCN(C(=O)CCc2ccc(S(=O)(=O)NCC(C)C)cc2)CC1,-6,105,1,2,0,-0.4,-2.4,-4,13,-4
COc1ccc(NC(=O)N2CCN(S(C)(=O)=O)CC2)cc1,6,102,-1,-7,-1,1.7,-0.5,-4,3,-1
Cc1[nH]n(-c2ccc(F)cc2)c(=O)c1C=Nc1ccc(S(=O)(=O)N(C)C)cc1,-9,122,3,-2,2,-2.3,-1.9,-4,10,-16
Cc1cc(C(=O)Nc2cc(Br)ccc2O)on1,-3,96,1,-5,-1,0.1,-0.4,-4,2,-6
NNC(=O)C(Cc1ccccc1)NC(=O)OCc1ccccc1 (centres undefined),0,105,0,-4,-8,-0.1,3.4,3,-19,-15
C#CCOC(=O)c1ccccc1C(=O)n1nnc2ccccc21,-4,103,3,-13,·,-0.7,-0.3,4,2,-13
O=C(Cc1cccc2ccccc12)NNC(=O)c1cccs1,16,100,0,-3,·,1.9,-1.8,4,10,0
Cc1[nH]n(-c2ccc([N+](=O)[O-])cc2)c(=O)c1C=NCCN1CCN(C(=O)c2cccc(F)c2)CC1,22,104,0,5,1,1.9,-2.1,-3,13,-31
CCC(CC)c1nnc(NC(=O)c2cc([N+](=O)[O-])ccc2N2CCCCC2)s1,21,85,1,0,-5,-1.7,-3.0,0,19,0
COc1ccc2c(C)cc(N3CCOCC3)nc2c1,-4,92,7,-3,·,-1.2,0.6,12,-3,-16
CC(C)CNC(=O)NC(=O)COC(=O)c1ccccc1Sc1ccc(C(F)(F)F)cc1[N+](=O)[O-],-4,105,4,-2,·,3.1,1.5,10,-7,-4
COc1ccc(Cc2nnc(SCC(=O)N3CCc4ccccc4C3)o2)cc1,0,79,0,0,1,2.1,0.9,7,-5,0
Cc1ccc(OCC(=O)NCCCNC(=O)c2cccnc2)cc1C,4,·,-1,-2,-1,0.8,-0.3,-4,2,-9
CCCn1c(NC(=O)CSCC(=O)Nc2cc(C)on2)nc2ccccc21,15,98,-4,-2,0,1.4,-4.3,6,22,-13
COc1ccc(CC(=O)N(C)CC(=O)Nc2cccc(F)c2)cc1S(=O)(=O)N1CCOCC1,-9,107,-2,-3,1,-0.4,-2.5,-4,17,0
Cc1[nH]c(=O)c(C#N)c2c1CCCC2,2,97,0,-4,·,1.7,1.8,11,-10,-12
CN(C(=O)CSc1nnc(Cc2cccc3ccccc23)n1N)C1CCS(=O)(=O)C1 (centres undefined),8,108,3,-4,·,-0.7,-2.8,1,16,3
Cc1ccccc1-n1c(SCC(=O)N/N=C/c2ccccc2OCC(=O)O)nc2ccccc2c1=O,13,100,3,-2,-1,-0.1,-0.5,7,3,-9
CCCCCC(=O)Nc1nc(C)c(-c2csc(Nc3ccccc3OC)n2)s1,·,102,4,-4,-10,-0.4,0.0,-2,0,10
COc1ccc(CNCCc2ccc([N+](=O)[O-])cc2)c(OC)c1OC,10,102,2,8,-1,1.2,0.2,5,-1,0
Fc1ccc(-c2csc3ncnc(N4CCc5ccccc5C4)c23)cc1,-2,111,1,-5,-2,-0.9,5.3,-7,-28,-2
COC(=O)c1sc(NC(=S)NC(=O)c2ccccc2F)nc1C,-25,98,0,0,10,1.5,-4.6,-5,22,6
